# High-throughput results: PubChem BioAssay, several laboratories
# TNAP act hi DEA = TNAP activators at high phosphate acceptor level, primary screen, biochemical, luminescence, uHTS. activation factor at 20 µM. purified TNAP, CDP-star luminescence, 1 M DEA, 30 min; stronger effect = higher value; 0 = EDTA background, 1 = DMSO-only activity. 200,000 tested, under 10 active. AID 1136, 2008;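 active = activation factor at least 2 at 20 µM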
#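 Measured by: Luminescent substrate turnover signal | Test system: Human TNAP | Input: TNAP 1/800 final | Dosing: 20 µM single point | Schedule: 30 min, room temperature | Controls: EDTA wells as negative control, DMSO wells as positive control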
# TNAP inh no acc = human TNAP enzyme inhibitors, primary screen, biochemical, luminescent, no phosphate acceptor, uHTS | Alkaline phosphatase, tissue-nonspecific isozyme (Homo sapiens), P05186 | purified TNAP, CDP-star luminescence, 30 min | AID 1012, 2008 | hit rate 0.26% among 200,000 | inhibition, % at 20 µM;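 active = tissue-nonspecific alkaline phosphatase inhibition above about 50% at 20 µM in the single-dose screen, limit read from the data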;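 also: 0% = DMSO negative control and 100% = EDTA positive control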
# TNAP inh hi DEA = human TNAP enzyme inhibitors, primary screen, biochemical, luminescent, high phosphate acceptor level, uHTS; Alkaline phosphatase, tissue-nonspecific isozyme (Homo sapiens), P05186; purified TNAP, CDP-star luminescence, 1 M DEA; inhibition, % at 20 µM; hit rate 0.03% among 200,000;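 active = over 50% inhibition of tissue-nonspecific alkaline phosphatase at 20 µM in the single-dose screen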;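 also: plate controls were DMSO wells for no effect and EDTA-quenched wells as full inhibition for full effect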
# FLuc act counter = FLuc activators, initial screening, artefact control for FLuc-dependent activation tests, biochemical, ATPlite luminescence | activation factor at 10 µM | AID 1027, 2008 | ATPlite luciferase biochemical, 10 min; 0 = ATP-free wells, 1 = DMSO control | 200,000 tested, under 10 active;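 active = luciferase activation factor, scaled between plate controls, of at least 2 with compound at 10 µM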
# Target sequence (P08659 whole entry, looked up): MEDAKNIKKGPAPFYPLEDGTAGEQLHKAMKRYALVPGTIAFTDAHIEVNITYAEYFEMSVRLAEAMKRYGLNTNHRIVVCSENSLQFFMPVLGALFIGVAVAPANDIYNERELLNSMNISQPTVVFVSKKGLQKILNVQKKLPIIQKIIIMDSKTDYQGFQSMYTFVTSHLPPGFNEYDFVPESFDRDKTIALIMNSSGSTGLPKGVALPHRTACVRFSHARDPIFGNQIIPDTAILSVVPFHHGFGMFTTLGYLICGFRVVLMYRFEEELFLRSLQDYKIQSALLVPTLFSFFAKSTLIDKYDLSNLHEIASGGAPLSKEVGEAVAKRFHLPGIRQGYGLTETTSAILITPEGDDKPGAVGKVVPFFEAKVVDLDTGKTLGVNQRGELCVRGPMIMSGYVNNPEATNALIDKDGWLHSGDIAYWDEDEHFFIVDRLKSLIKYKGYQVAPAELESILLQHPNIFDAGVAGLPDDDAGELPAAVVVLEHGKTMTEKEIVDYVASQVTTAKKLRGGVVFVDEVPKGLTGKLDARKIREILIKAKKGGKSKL
#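 Material: Luciferase/luciferin reagent mix | Doses: Test compounds dosed from 2 mM stocks in 100% DMSO | Timing: 10 min incubation after luciferase reagent addition, room temperature | Measured by: Luminescence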
# APP 5'UTR act = activators of APP 5'UTR luciferase reporter, primary screen, SH-SY5Y cells; SH-SY5Y APP 5'UTR luciferase reporter, luminescence; zero percent = DMSO vehicle wells; activation, % at 2 µM; hit rate 1% among 190,000; AID 1276, 2008;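 active = activation above a set limit, based on mean plus 3 SD of controls, cut at about 140% in these data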; also: values of inactives mirror those of a sister screen read the other way
# bIAP act = bovine intestinal alkaline phosphatase activators, primary screen, biochemical, bovine IAP, CDP-star luminescence. alkaline phosphatase, intestinal [Bos taurus]. purified bovine IAP, 30 min; stronger effect = higher value; fold of DMSO-control signal, blank-subtracted. activation factor at 20 µM. hit rate 0.17% among 200,000;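 active = activation factor of 2 or more at 20 µM, a signal rise over negative controls twice the positive control's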
# PMI activator = activators of human PMI, primary screen, biochemical, fluorescence intensity, near-Km mannose 6-phosphate; Mannose-6-phosphate isomerase (Homo sapiens), P34949; purified human PMI, coupled resazurin fluorescence, 20 min; stronger effect = higher value; 1 = vehicle control, 0 substrate-free wells; activation factor at 20 µM; hit rate 0.005% among 190,000; AID 1214, 2008;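 active = activation factor of 2 or more at 20 µM, relative to plate controls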
# Target sequence (P34949 whole entry, looked up): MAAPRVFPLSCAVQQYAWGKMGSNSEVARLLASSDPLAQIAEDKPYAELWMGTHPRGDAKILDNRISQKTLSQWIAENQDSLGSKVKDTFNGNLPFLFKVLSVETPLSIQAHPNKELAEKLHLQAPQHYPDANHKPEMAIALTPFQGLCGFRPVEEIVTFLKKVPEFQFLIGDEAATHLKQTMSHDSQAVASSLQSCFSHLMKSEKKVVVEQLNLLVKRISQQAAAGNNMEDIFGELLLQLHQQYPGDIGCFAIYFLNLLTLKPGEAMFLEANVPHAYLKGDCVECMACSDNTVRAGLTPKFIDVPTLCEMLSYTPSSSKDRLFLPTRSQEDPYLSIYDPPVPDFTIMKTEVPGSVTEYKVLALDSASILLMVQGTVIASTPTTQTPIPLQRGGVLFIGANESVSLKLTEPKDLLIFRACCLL
# FLuc inh counter = firefly luciferase enzyme inhibitors, primary screen, artefact control for luciferase-based inhibitor screens, biochemical, luminescence, ATPLite; Luciferin 4-monooxygenase (Photinus pyralis), P08659; inhibition, % at 10 µM; hit rate 1.5% among 200,000; 10 min;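 active = inhibition above about 50% when tested at 10 µM, limit read from the data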
# NF-kB expr up = activators of NF-kB expression in neurons, primary screen, cell-based, HTS | human neuronal cells, NF-kB reporter expression; stronger effect = higher value | fold change at 12.5 µM | hit rate 1.6% among 190,000 | AID 1239, 2008; in the data active = fold change above about 3.3
# PMI act hi M6P = human PMI activators, high substrate, primary screen, biochemical, fluorescence intensity, near-saturating mannose 6-phosphate; Mannose-6-phosphate isomerase (Homo sapiens), P34949; hit rate 0.34% among 190,000; AID 1216, 2008; activation factor at 20 µM; coupled PMI enzyme assay, resazurin fluorescence, 20 min; stronger effect = higher value; 1 = untreated enzyme, 0 = substrate-free blank;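 active = activation factor of 2 or more at 20 µM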
#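 Test system: human phosphomannose isomerase with PGI, G6PDH, diaphorase coupling enzymes; Amount: PMI at 15 ng/mL final; Reagent: Mannose-6-phosphate 1.0 mM (near-saturating) plus 0.22 mM NADP+; Timing: 20 min, room temperature; Technique: resorufin fluorescence at Ex 544/Em 590 nm; Dosing: 20 µM single dose.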
# The depositor's hits bear a star.
SMILES,TNAP act hi DEA,TNAP inh no acc,TNAP inh hi DEA,FLuc act counter,APP 5'UTR act,bIAP act,PMI activator,FLuc inh counter,NF-kB expr up,PMI act hi M6P
Cc1ccccc1C1CCCN(C(=O)c2cc(COc3c(F)cccc3F)on2)C1 (configuration not stated),1,1,-4,1,16,1,0.8,-5,1.1,0.9
CN(C)CCCNC(=O)c1cc(C(=O)c2ccc(F)cc2)c[nH]1,1,0,-3,1.1,29,1,1,-7,1.1,0.9
COc1cccc(NC(=O)CSc2nnc(COc3ccc4c(c3)CCCC4)o2)c1,1.1,-8,-8,1.1,4,1,1.1,-10,0.97,0.9
CC(C)Oc1ccc(C(=O)N2CCCC2C(=O)O)cc1 (configuration not stated),1,-2,-4,1.1,-13,0.9,1,-5,1.1,0.8
O=[N+]([O-])c1cc(/C=N/O)ccc1Oc1ccccc1Cl,1,-1,1,1,41,1,0.9,4,1.9,0.9
C=CCn1c(C)cc(C(=O)CSc2nc(N)cc(N)n2)c1C,1,-5,-5,0.7,3,1,1,27,1.4,1
CC1CN(C(=O)c2ccccc2NS(=O)(=O)c2cccc([N+](=O)[O-])c2)CC(C)O1 (configuration not stated),1,-6,4,1,2,0.9,1,-1,1.2,1
CC1=C(C)CC(C(=O)NCc2ccc3c(c2)OCO3)C(C(=O)O)C1 (configuration not stated),1,-6,4,1,23,1,1,-1,0.98,0.9
Cc1c(C)c2cc(Cl)c(OCc3nn[nH]n3)cc2oc1=O,1,-5,-2,1,0,1,1,3,1.1,1.1
O=C(Cn1c(=O)c2sccc2n(Cc2cccc([N+](=O)[O-])c2)c1=O)NCCc1ccccc1,1,6,2,1.1,-14,1.5,0.9,-6,0.8,0.9
Cc1c(Cl)c([N+](=O)[O-])nn1Cc1ccc(C(=O)N/N=C\c2cccc(Br)c2)o1,1,-3,0,1,12,1,0.9,-4,0.65,1
Cn1c(CSc2ncccn2)nnc1SCC(=O)N1CCCCCC1,1.1,-17,-6,1.1,0,0.9,1,-10,1.2,1
CC(C)c1nnc(SCC(=O)NCc2ccc3c(c2)OCO3)n1C,1.1,-10,-6,1,6,0.9,0.9,-3,1.1,0.9
C=CCNC(=S)Nc1sc2c(c1C(=O)OCC)CC(C(C)C)OC2 (configuration not stated),1,-7,-3,1,-5,1,0.9,-2,1.2,1
O=C(Nc1nc(-c2ccc3ccccc3c2)cs1)C1CCN(S(=O)(=O)c2cccs2)CC1,1,-5,1,1,10,1.1,0.8,-2,0.82,0.8
Cc1[nH]ccc(=O)c1OCc1c(Cl)cccc1Cl,1,-15,0,1,-4,0.9,0.9,-2,1.3,0.9
O=[N+]([O-])c1cc2c(c(CSc3nnnn3-c3ccc(O)cc3)c1)OCOC2,1,-5,3,1,11,1.2,0.7,-3,0.85,0.9
CCOC(=O)CSc1nc2cc(C)cc(C)c2cc1C#N,1,-4,-5,1,94,0.8,0.9,-5,1.9,0.8
Cc1ccc(C)c(N2CCN(S(=O)(=O)c3ccc4c(c3)CCN4C(=O)CCC(=O)O)CC2)c1,1.1,-8,-8,1.1,-6,1,0.9,-5,1,0.8
COc1cccc(OCc2nc3ccccc3c(=O)n2N)c1,1,-8,-2,1,13,1,1,-1,1.3,1
Cc1c(C(=O)NCc2cccnc2)oc2ccc(S(=O)(=O)N3CCC4(CC3)OCCO4)cc12,1.1,-10,-7,1.1,-5,1,1,-8,0.83,1
CS(=O)(=O)c1ccc(C(=O)OCC(=O)NC23CC4CC(CC(C4)C2)C3)cc1[N+](=O)[O-],1,10,0,1.2,-7,0.9,1,-16,1.1,1
CCOc1ccccc1NC(=O)COC(=O)Cc1ccc(-c2ccccc2)cc1,1,-86,1,0.9,-2,1.5,1,6,1.1,1.2
CCn1c(C)nc2cc(C#N)ccc21,1.1,-9,-7,1.1,-16,1.1,1.1,-6,1.3,1.1
Cc1cccc(Nc2ncnc3nc[nH]c23)c1,1,-78,-1,0.9,14,1,0.9,9,1.7,1
CC(NC(=O)NC1CCCCC1)C(c1cccs1)N1CCN(c2ccccc2)CC1 (configuration not stated),1.1,-3,-6,1,4,1.3,1,-5,0.71,0.9
COc1cccc(-n2c(C)c(C(C)=O)c(C(C)=O)c2C)c1,1.1,-8,-6,1.1,9,0.9,1,-8,1.1,1
COc1ccc(Cn2cc3c(-c4ccc(F)cc4)nnc-3c3cc(OC)c(OC)cc32)cc1,1,-1,-4,0.9,-7,1.1,1,5,0.73,1
CCOC(=O)c1c(C)nc2sc(C(=O)Nc3ccc(C(C)=O)cc3)c(N)c2c1-c1ccc(OC)cc1,1,-9,-3,1.1,10,0.9,0.8,-9,0.39,0.8
O=C1/C(=C/c2ccco2)Cc2ccccc21,1,-15,-2,0.7,28,0.9,0.8,28,1.5,0.8
CC1CC(C)(C)NC(C)c2ccccc21 (configuration not stated),1,-9,-3,1,6,1,0.9,-3,1.1,0.9
COc1ccc(CC(=O)NCc2nnc(SCC(=O)c3ccc(OC)cc3)n2C)cc1,1,2,1,1,-5,0.9,1,0,1.2,1
CNc1ccc(Br)cc(C(=O)/C=C/c2cccc(OC)c2OC)c1=O,1,4,2,1,26,1,1,5,1.3,1
Cn1c(C2=C(O)CN(c3ccc4c(c3)OCCO4)C2=N)nc2ccccc21,1.1,-6,-12,1.1,10,1.3,1,-10,1.9,1
CN1CCC(=NNC(=O)COc2ccc(Cl)cc2)CC1,1,-11,-2,1.1,-13,0.9,1.1,-7,1.1,1
O=C(COC(=O)[C@@H]1CC(O)CN1S(=O)(=O)c1ccc2c(c1)OCCO2)NCc1ccc(F)cc1 (some centres not stated),1,-1,4,1,-1,0.9,1,2,1.1,1
COc1ccccc1N1CCN(C(=O)CCCCCn2c(=O)[nH]c3ccsc3c2=O)CC1,1,-12,-3,1.1,8,1,1,-9,0.79,1.1
Cc1ccc(C(C(=O)NC2CCCCC2)N(CC2CCCO2)C(=O)CNC(=O)c2ccco2)cc1 (configuration not stated),1,-1,-1,1,-3,1.1,1,2,0.91,0.9
COc1cc(/C=C(\C#N)c2nc3ccccc3s2)cc([N+](=O)[O-])c1O,0.7,37,34,0.8,-3,0.9,0.7,21,1.1,0.3
O=C(c1ccco1)N1CCN(Cc2nnnn2CC2CCCO2)CC1 (configuration not stated),1,1,0,1,7,1.1,1.1,1,0.94,1.1
CN1CCN(C(=O)c2cc3ccccc3oc2=O)CC1,1,-9,-4,1,0,1,1,0,1.1,1
CC(=O)N1CCc2cc(Br)cc(S(=O)(=O)NCCCN3CCCC(C)C3)c21 (configuration not stated),1.1,-14,-6,1.1,4,0.9,0.9,-10,1.1,0.9
COc1ccc(-c2cc(C(F)(F)F)nc(SCC(=O)N(C)Cc3cnn(C)c3C)n2)cc1OC,1,-16,-2,1,-5,0.9,0.8,-2,0.84,0.9
Nn1c(SCC(=O)NCc2ccc3c(c2)OCO3)nnc1C1CC1,1,-14,0,1,-10,1,1,-4,1.3,1
CCC(CC)C(=O)N1CCN(Cc2ccc3c(c2)OCO3)CC1,1,-17,-5,1,-6,0.8,1,0,1.1,1
COc1ccc(S(=O)(=O)N2CCOCC2)cc1NC(=O)c1cccc2c(=O)c(C)c(-c3ccccc3)oc12,1,-7,2,1,3,1,0.9,1,0.37,0.9
COc1ccc(/C=C/c2nc3ccccc3n2Cc2ccc(OC)c(OC)c2)cc1,1.1,-11,-8,0.2,181*,0.7,0.9,83*,6.8*,1
Clc1ccc(/C=N/Nc2nc(Cl)nc3ccccc23)cc1,1,-7,-3,0.7,28,1,0.8,32,1.6,0.9
COC(=O)c1c(NC(=O)c2c(-c3ccccc3Cl)noc2C)sc2c1CCC2,1.1,-18,-6,1,-11,1,1,1,1.1,1
O=C(Cc1ccc(Nc2nc3ccc(Br)cc3[nH]2)cc1)NCCc1cccs1,1,-14,0,1,11,1.6,0.9,-2,1.1,0.9
COc1ccc(C(=O)CSc2n[nH]c(-c3ccncc3)n2)cc1[N+](=O)[O-],1,15,-5,1,15,0.9,1,-4,0.71,1.1
O=C(CSCc1c(Cl)cccc1Cl)NN=C1CCCC1,1,-12,0,0.9,3,0.9,1,7,1.1,0.9
CCS(=O)(=O)N1CCCC(C(=O)NC2CCCCC2C)C1 (configuration not stated),1,-5,1,1,-1,1,1,-3,1.2,1

# A second format for nine compounds above.
canonical_smiles | TNAP act hi DEA | TNAP inh no acc | TNAP inh hi DEA | FLuc act counter | APP 5'UTR act | bIAP act | PMI activator | FLuc inh counter | NF-kB expr up | PMI act hi M6P
CCC(CC)C(=O)N1CCN(Cc2ccc3c(c2)OCO3)CC1 | 1 | -17 | -5 | 1 | -6 | 0.8 | 1 | 0 | 1.1 | 1
COc1ccc(S(=O)(=O)N2CCOCC2)cc1NC(=O)c1cccc2c(=O)c(C)c(-c3ccccc3)oc12 | 1 | -7 | 2 | 1 | 3 | 1 | 0.9 | 1 | 0.37 | 0.9
COc1ccc(/C=C/c2nc3ccccc3n2Cc2ccc(OC)c(OC)c2)cc1 | 1.1 | -11 | -8 | 0.2 | 181* | 0.7 | 0.9 | 83* | 6.8* | 1
Clc1ccc(/C=N/Nc2nc(Cl)nc3ccccc23)cc1 | 1 | -7 | -3 | 0.7 | 28 | 1 | 0.8 | 32 | 1.6 | 0.9
COC(=O)c1c(NC(=O)c2c(-c3ccccc3Cl)noc2C)sc2c1CCC2 | 1.1 | -18 | -6 | 1 | -11 | 1 | 1 | 1 | 1.1 | 1
O=C(Cc1ccc(Nc2nc3ccc(Br)cc3[nH]2)cc1)NCCc1cccs1 | 1 | -14 | 0 | 1 | 11 | 1.6 | 0.9 | -2 | 1.1 | 0.9
COc1ccc(C(=O)CSc2n[nH]c(-c3ccncc3)n2)cc1[N+](=O)[O-] | 1 | 15 | -5 | 1 | 15 | 0.9 | 1 | -4 | 0.71 | 1.1
O=C(CSCc1c(Cl)cccc1Cl)NN=C1CCCC1 | 1 | -12 | 0 | 0.9 | 3 | 0.9 | 1 | 7 | 1.1 | 0.9
CCS(=O)(=O)N1CCCC(C(=O)NC2CCCCC2C)C1 (configuration not stated) | 1 | -5 | 1 | 1 | -1 | 1 | 1 | -3 | 1.2 | 1
